# RAD54 branch = RAD54 (human) branch migration inhibition; RAD54 Holliday junction branch migration, FAM/BHQ fluorescence; inhibition, % at 10.4 µM; hit rate 0.14% among 360,000;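 active = mean normalized replicate activity at least 40 and at least half of replicates scoring 40 or more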;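 also: 0% = median of neutral control wells and 100% = median of positive control wells; inhibitors cause a drop in the FAM fluorescence signal; in these data hits start at about 50%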
# Target sequence (Q92698 whole entry, looked up): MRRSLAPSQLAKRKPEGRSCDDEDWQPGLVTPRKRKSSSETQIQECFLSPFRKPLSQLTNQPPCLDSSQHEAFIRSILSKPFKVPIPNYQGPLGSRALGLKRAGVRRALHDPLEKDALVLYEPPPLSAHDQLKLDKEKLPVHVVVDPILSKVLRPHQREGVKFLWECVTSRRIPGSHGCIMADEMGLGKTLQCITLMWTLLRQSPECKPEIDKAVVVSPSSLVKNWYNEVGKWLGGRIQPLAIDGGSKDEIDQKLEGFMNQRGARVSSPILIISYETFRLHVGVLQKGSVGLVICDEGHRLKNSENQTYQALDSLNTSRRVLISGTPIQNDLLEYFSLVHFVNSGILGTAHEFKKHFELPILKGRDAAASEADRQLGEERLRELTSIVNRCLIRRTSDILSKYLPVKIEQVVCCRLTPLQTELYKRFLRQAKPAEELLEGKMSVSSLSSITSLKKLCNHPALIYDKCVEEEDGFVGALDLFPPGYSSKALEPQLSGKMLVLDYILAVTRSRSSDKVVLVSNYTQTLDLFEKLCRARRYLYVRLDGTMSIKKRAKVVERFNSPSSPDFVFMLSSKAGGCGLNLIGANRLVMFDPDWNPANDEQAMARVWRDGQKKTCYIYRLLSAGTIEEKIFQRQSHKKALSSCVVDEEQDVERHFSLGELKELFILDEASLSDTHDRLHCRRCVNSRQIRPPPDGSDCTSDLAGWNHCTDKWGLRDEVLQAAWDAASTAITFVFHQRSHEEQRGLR
# E-sel inducer = E-selectin induction on HUVECs; activation, % at 7.58 µM; hit rate 0.37% among 260,000; HUVEC E-selectin immunofluorescence imaging; normalized: neutral wells 0, TNF-alpha wells 100; P16581;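 active = mean E-selectin-positive cell signal at least 10% of the positive control, reached in at least 60% of replicates, without over 20% cell loss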;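 also: in these data hits start at about 27%; measured in HUVEC primary endothelial cells; signal is the percent of cells scored E-selectin positive by PE staining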
#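 Read-out basis: % PE-positive cells; Test system: HUVEC primary endothelial cells; Technique: immunofluorescence imaging; Dosing: single-point compound dose.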
# miR-122 sensor = miR-122 inhibition in Huh7 cells | hit rate 0.3% among 340,000 | AID 602342 | activation (reporter increase), % at 12.5 µM | Huh7 miR-122 Renilla luciferase sensor, 48 h; neutral wells = 0, positive control = 100;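 active = mean replicate activation score at least 90 and every replicate individually at or above 90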;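 also: higher luciferase means less miR-122 activity so hits act as miR-122 inhibitors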
# PGC1a acetyl inh = lowers PGC1a acetylation signal in U2OS cells; hit rate 0.17% among 350,000; inhibition, % at 15.6 µM; AlphaScreen anti-acetyl-lysine; with virally co-expressed GCN5 acetyltransferase; AID 651687;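 active = every replicate shows inhibition of at least 40%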;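 also: 0% = neutral control wells and 100% = positive control wells; some results beyond the cut were filed as inactive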
# ERAP1 HTS inh = ERAP1 (human) enzyme inhibition. recombinant ERAP1, Leu-AMC fluorescence, 60 min. inhibition, % at 10.7 µM. hit rate 0.15% among 340,000;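 active = mean replicate inhibition of at least 30%, or all replicates individually reaching that 30% level; inactive = mean below 30% and not every replicate reaching it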;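 also: 0% = neutral control wells and 100% = L-leucinethiol positive control wells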
# RAD52 inh = RAD52 (human) annealing inhibition | hit rate 0.46% among 360,000 | inhibition, % at 18.7 µM | AID 651710 | recombinant RAD52 DNA annealing, FRET fluorescence;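 active = every replicate showing at least 50% inhibition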
# Cneo AK release = Cryptococcus neoformans lysis via adenylate kinase release; C. neoformans lysis, adenylate kinase release luminescence, 4 h; normalised: neutral wells 0, clomiphene wells 100; lysis activity, % at 15 µM; hit rate 0.2% among 360,000; AID 651654;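 active = mean lysis activity across replicates of at least 80%, whatever share of replicates individually reach that level; inactive = mean lysis activity below 80%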
#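 Material – Cryptococcus neoformans yeast cells · Quantity – 5 × 10^6 yeast cells/mL · Buffer or medium – YPD medium · Compound – single dose · Timing – 4 h static compound exposure, 37 °C, read 1 h post-reagent · Signal – adenylate kinase release luminescence · Read-out basis – lysis from increased AK signal · Benchmarks – Clomiphene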
# PglD inh = blocks C. jejuni PglD acetyltransferase activity; purified PglD enzyme, DTNB colorimetric CoA detection; inhibition, % at 12.5 µM; hit rate 0.098% among 360,000; in the data active = inhibition above about 16%, passing the limit was not always enough; also: strong numbers were not always called active
# Active calls of the source: *; i = inactive; . = not tested or not shown; [ ] = remark or other dose.
SMILES,RAD54 branch,E-sel inducer,miR-122 sensor,PGC1a acetyl inh,ERAP1 HTS inh,RAD52 inh,Cneo AK release,PglD inh
COc1ccc(C2OC34CCCCC3C(C#N)(C#N)C2(C#N)C(=N)O4)cc1 (configuration not stated),-58.5,.,6.7,5.1,.,.,-4.3,-0.3
CCCNC(=O)Nc1ccc2c(c1)C(=O)N(C)C[C@@H](OC)[C@H](C)CN(C(=O)c1ccccc1F)[C@@H](C)CO2,-4.4,-0.2,.,3.8,0.4,-2.3,-0.6,-5.4
CCOC(=O)CSc1nnc2c3ccccc3n(C)c2n1,-6.9,.,-4.4,0.8,0.9,-8.7,-0.6,-6.8
Cc1ccc(/C=C2/SC(=Nc3ccc(F)cc3)NC2=O)s1,-8.2,-0.1,-1.3,3.8,81.5*,-161.2,2.9,-3.1
C[C@H](CO)N1C[C@H](C)[C@@H](CN(C)C(=O)Nc2ccc(F)cc2)Oc2ccc(NC(=O)NC3CCCCC3)cc2C1=O,-5.0,14.5,0.7[16.7 µM],-0.4,0.1,6.8,-1.3,2.2
COc1cccc(S(=O)(=O)Nc2ccc3c(c2)[C@@H]2C[C@H](CC(=O)NCc4ccc(Cl)cc4)O[C@H](CO)[C@@H]2O3)c1,-1.0,-0.7,25.4[16.7 µM],-7.1,0.6,6.8,-1.7,-3.8
C/C(=N\N)c1c(-c2ccccc2)c2cc(Br)ccc2[nH]c1=O,9.2,.,-6.5,-25.9,.,.,3.4,-4.0
CS(=O)(=O)Nc1cccc(C(=O)CC2(O)C(=O)Nc3ccc(Br)cc32)c1 (configuration not stated),-2.0,.,0.0,-1.5,.,.,-6.2,-7.2
Nc1cc(N)c(OCC(F)(F)F)cc1OCC(F)(F)F,-0.2,.,2.9,4.3,.,.,5.0,2.3
Cc1ccc(S(=O)(=O)CCC(=O)OCC(=O)c2c(C)[nH]c3ccccc23)cc1,-2.4,.,0.7,1.1,.,.,-11.5,2.3

# Compounds shown so far that have an NH in an aromatic ring, in the order listed:
SMILES,RAD54 branch,E-sel inducer,miR-122 sensor,PGC1a acetyl inh,ERAP1 HTS inh,RAD52 inh,Cneo AK release,PglD inh
C/C(=N\N)c1c(-c2ccccc2)c2cc(Br)ccc2[nH]c1=O,9.2,.,-6.5,-25.9,.,.,3.4,-4.0
Cc1ccc(S(=O)(=O)CCC(=O)OCC(=O)c2c(C)[nH]c3ccccc23)cc1,-2.4,.,0.7,1.1,.,.,-11.5,2.3

# Back to the main list, repeating the 5 entries before the break.
SMILES,RAD54 branch,E-sel inducer,miR-122 sensor,PGC1a acetyl inh,ERAP1 HTS inh,RAD52 inh,Cneo AK release,PglD inh
COc1cccc(S(=O)(=O)Nc2ccc3c(c2)[C@@H]2C[C@H](CC(=O)NCc4ccc(Cl)cc4)O[C@H](CO)[C@@H]2O3)c1,-1.0,-0.7,25.4[16.7 µM],-7.1,0.6,6.8,-1.7,-3.8
C/C(=N\N)c1c(-c2ccccc2)c2cc(Br)ccc2[nH]c1=O,9.2,.,-6.5,-25.9,.,.,3.4,-4.0
CS(=O)(=O)Nc1cccc(C(=O)CC2(O)C(=O)Nc3ccc(Br)cc32)c1 (configuration not stated),-2.0,.,0.0,-1.5,.,.,-6.2,-7.2
Nc1cc(N)c(OCC(F)(F)F)cc1OCC(F)(F)F,-0.2,.,2.9,4.3,.,.,5.0,2.3
Cc1ccc(S(=O)(=O)CCC(=O)OCC(=O)c2c(C)[nH]c3ccccc23)cc1,-2.4,.,0.7,1.1,.,.,-11.5,2.3
O=c1[nH]cnc2c1C(c1ccc(Cl)cc1)c1c(nc[nH]c1=O)O2,-4.5,.,-3.1,7.9,.,.,-0.8,5.5
Cc1ccc(S(=O)(=O)N2[C@@H](c3ccc(F)cc3)C(C(=O)O)=CC[C@H]2c2cccc(Cl)c2)cc1,0.6,0.1,.,.,.,-8.9,-2.2,0.9
C[C@@H]1CCCCO[C@H](CN(C)Cc2ccc(C(=O)O)cc2)[C@H](C)CN([C@@H](C)CO)C(=O)c2cc(NS(=O)(=O)c3ccccc3)ccc2O1,-8.6,0.0,3.6[16.7 µM],5.1,.,.,-0.2,-0.6
C[C@H](CO)N1C[C@H](C)[C@H](CN(C)C(=O)Nc2ccccc2)Oc2ncc(C#CCN(C)C)cc2C1=O,7.7,-0.3,-8.8[16.7 µM],8.3,-0.4,-12.3,-9.3,-4.5
COCCn1ccc2c(OCC(=O)NCCc3ccc(OC)c(OC)c3)cccc2c1=O,0.1,.,3.8,-6.2,-2.6,-3.5,-2.0,-3.2
O=C(NCCOc1ccccc1)C1Nc2ccc(OC(F)(F)F)cc2C2C=CCC12 (configuration not stated),-5.7,-0.1,4.4,-5.9,.,.,-1.9,1.9
C/C=C/c1cnc2c(c1)C(=O)N([C@@H](C)CO)C[C@H](C)[C@H](CN(C)C(=O)Nc1c(C)noc1C)O2,4.3,.,-2.1[16.7 µM],-3.5,-1.6,-9.2,1.2,-2.8
CO[C@@H]1CN(C)C(=O)c2ccc(NC(=O)c3nc4ccccc4s3)cc2OC[C@H](C)N(Cc2cccnc2)C[C@@H]1C,7.4,-0.1,13.6[16.7 µM],-2.4,.,.,2.0,5.3
Cn1nccc1NC(=O)Nc1ccc(OC(F)(F)F)cc1,-7.9,0.0,2.5,12.1,.,-16.0,16.6,1.9
Cc1ccc(-c2nnn(CC(=O)N(CC3CCCO3)C(C(=O)NC(C)(C)C)c3ccc(F)cc3)n2)o1 (configuration not stated),-0.4,.,0.5,-13.9,.,.,13.0,-3.8

# Structural class: those above with a COOH group.
SMILES,RAD54 branch,E-sel inducer,miR-122 sensor,PGC1a acetyl inh,ERAP1 HTS inh,RAD52 inh,Cneo AK release,PglD inh
Cc1ccc(S(=O)(=O)N2[C@@H](c3ccc(F)cc3)C(C(=O)O)=CC[C@H]2c2cccc(Cl)c2)cc1,0.6,0.1,.,.,.,-8.9,-2.2,0.9
C[C@@H]1CCCCO[C@H](CN(C)Cc2ccc(C(=O)O)cc2)[C@H](C)CN([C@@H](C)CO)C(=O)c2cc(NS(=O)(=O)c3ccccc3)ccc2O1,-8.6,0.0,3.6[16.7 µM],5.1,.,.,-0.2,-0.6

# Further results:
SMILES,RAD54 branch,E-sel inducer,miR-122 sensor,PGC1a acetyl inh,ERAP1 HTS inh,RAD52 inh,Cneo AK release,PglD inh
Cc1ccc(S(=O)(=O)N2CCN(S(=O)(=O)c3ccccc3)C2c2ccc(N(C)C)cc2)cc1 (configuration not stated),-7.2,.,6.5,-6.7,.,.,-0.3,5.7
CNC[C@H]1OCCCC[C@@H](C)Oc2ccc(NC(=O)NC3CCCCC3)cc2C(=O)N([C@H](C)CO)C[C@@H]1C,-2.3,-0.2,-3.3[16.7 µM],-9.6,1.8,-3.9,45.4,-0.2
COc1cccc(-c2cnc3c(c2)C(=O)N([C@H](C)CO)C[C@@H](C)[C@H](CN(C)CC2CCCC2)O3)c1,-0.5,-0.2,.,-20.2,2.9,-1.9,-0.2,-2.2
CC(=O)N1Cc2cc(C(=O)NCc3cccc(F)c3)nc(-c3cccc(C4=CCCC4)c3)c2[C@@H]1CCO,.,0.2,.,-0.6,-0.2,-25.6,.,.
O=C(NCc1ccc(N2CCCC2=O)cc1)Nc1cccc2ccccc12,-0.9,.,-0.2,3.9,.,.,-0.9,-1.4
C[C@H]1CN([C@@H](C)CO)S(=O)(=O)c2ccc(C#CC(C)(C)O)cc2O[C@H]1CN(C)C(=O)CC1CC1,-8.2,-0.1,-5.4[16.7 µM],-0.6,2.4,10.1,-1.1,4.1
COc1ccc2c(-c3ccccc3)cc(SCC(N)=O)nc2c1,-29.5,0.0,-7.0,-20.3,-1.4,i,-3.9,2.8
CN(C(=O)CSc1nnc(-c2ccccc2)n1C)C1CCS(=O)(=O)C1 (configuration not stated),.,-1.8,.,-16.8,-2.3,8.4,.,.
CCOc1ccc(N2CC(C(=O)Nc3ccc(S(=O)(=O)Nc4ncccn4)cc3)CC2=O)cc1 (configuration not stated),-2.3,.,-0.8,2.8,.,.,-0.9,-1.5
NC(=O)C(NC(=O)OCc1ccccc1)c1ccccc1 (configuration not stated),-2.7,0.0,.,.,-1.7,-10.9,1.3,2.4
CC(C)NC(=O)Nc1ccc2c(c1)C(=O)N([C@H](C)CO)C[C@H](C)[C@@H](CN(C)CC1CCCCC1)OCCCC[C@@H](C)O2,4.8,-0.3,1.7[16.7 µM],0.0,0.2,0.1,-3.8,3.3
O=C(O)CCC(=O)CCC(=O)c1ccccc1,-2.3,.,-2.6,-0.5,.,.,-1.4,0.9
CCN1C=CC(=C2C(=O)c3ccccc3C2=O)C=C1,-2.4,.,-1.8,.,.,.,-5.8,-4.9
C=CCn1c(CCNC(=O)c2cccs2)nnc1SCC(=O)c1ccc(Br)cc1,2.5,.,-0.5,-2.6,.,.,0.0,0.8
O=C(COc1cccc([N+](=O)[O-])c1)NN1C(=O)c2ccccc2C1=O,5.9,0.0,6.1,-5.8,0.0,-26.1,-1.1,-7.9
COc1ccc(Nc2ccc(Nc3ccc(OC)cc3)nn2)cc1,8.4,0.0,2.5,-1.1,0.3,4.7,0.0,-7.1
COc1ccc(C)cc1S(=O)(=O)NCC(c1ccc2c(c1)OCO2)N1CCN(C)CC1 (configuration not stated),-0.4,0.1,16.3,-3.2,5.6,0.1,.,2.3
CC1(C(=O)NS(=O)(=O)c2ccc(F)cc2F)CCN1C(=O)C1CCCCC1 (configuration not stated),-1.9,0.5,-3.2,0.7,0.5,5.3,-1.6,2.6
c1ccc(-c2nc(-c3ccncc3)no2)cc1,2.7,.,-8.2,14.9,.,.,-1.3,2.8
C[C@@H]1CN([C@@H](C)CO)C(=O)CCCn2nncc2CO[C@H]1CN(C)C(=O)Nc1cccc(F)c1,6.1,-0.2,-6.8[16.7 µM],5.2,0.1,4.1,-2.9,0.6
Cc1cc(C(=O)N/N=C/c2ccccc2)c(C)o1,-5.4,0.1,-6.5,.,3.2,-3.5,0.5,-0.9
COc1ccc(NC(=O)COC(=O)CCc2ccc(S(=O)(=O)N3CCOCC3)cc2)cc1OC,-18.4,-0.3,-4.6,-4.3,-1.6,-8.9,-1.3,-3.2
Cn1cnc(S(=O)(=O)N2CCCCN3[C@H](CO)[C@H](c4ccc(C#CC5CCCC5)cc4)[C@@H]3C2)c1,3.8,-0.3,-3.0[16.7 µM],10.8,4.1,-1.3,-1.3,6.7
CC(=O)NC(c1cccc(F)c1)c1nc(-c2ccc(C)c(C)c2)cs1 (configuration not stated),-0.4,0.2,-1.0,-8.0,-0.1,-40.9,3.2,-4.9
CC(C)(C)NC(=O)C(=O)N/N=C/c1cccs1,1.5,.,-3.3,6.3,.,.,-0.5,-5.9
CCCN(C)C[C@H]1Oc2ncc(-c3cccc(C(=O)N(C)C)c3)cc2C(=O)N([C@@H](C)CO)C[C@H]1C,-6.4,-0.2,-7.5[16.7 µM],4.2,4.0,-2.7,-4.8,-0.3
CN(C)CCNC(=O)C(=O)Nc1cc2c3c(c1)CCN3C(=O)CC2,14.8,-0.8,-6.2,.,1.9,4.1,-0.1,-0.1
O=C(NCc1ccccc1F)C1CCCN1S(=O)(=O)c1ccc(Cl)cc1 (configuration not stated),0.3,0.6,1.9,-17.8,4.2,-2.8,-1.9,-3.5
O=C(COC(=O)c1ccc(Br)c(S(=O)(=O)N2CCOCC2)c1)NC1CC1,1.0,-0.1,-6.9,9.1,-2.7,-11.6,-0.6,-0.7
COc1ccc(S(=O)(=O)N(C)C[C@@H]2Oc3c(NC(=O)NC4CCCCC4)cccc3C(=O)N([C@@H](C)CO)C[C@@H]2C)cc1,-4.7,2.0,18.5[16.7 µM],4.2,-1.6,22.9,1.8,3.2
Cc1ccc(NC(=O)Cn2cnc(C(=O)Nc3ccc(C)c(C)c3)n2)cc1C,2.9,-0.5,-3.5,8.3,.,-14.9,-3.1,-3.0
COc1ccc(CNC(=O)[C@]2(C)CCC[C@@]3(C)C4CC[C@@]5(C)C[C@]4(CCC32)CC5=O)cc1 (some centres not stated),-8.3,-0.3,2.9,.,0.2,-7.6,-0.8,5.1
